MEKK2wt PB1 HTS: raises or lowers MEK5 binding to wildtype human MEKK2 PB1 domain; actives 1.1% (n = 290,000); binding response (% of control), % at 10 µM; bead flow cytometry, Alexa488-MEK5 binding to MEKK2 WT; actives lie on both sides; AID 1531; in the data active = binding response below about 67% or above about 130%
MEKK3 PB1 HTS: raises or lowers MEK5 binding to the human MEKK3 PB1 domain; actives 1.4% (n = 290,000); Q99759; binding response (% of control), % at 10 µM; bead-based flow cytometry, Alexa488-MEK5 binding to MEKK3; actives lie on both sides; 0 = blocked by unlabeled MEK5, 100 = vehicle;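 active = binding response more than 3 SD above or below the average of its plate-row segment, actives on both sides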;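 also: Alexa488 bead fluorescence after subtracting the streptavidin-only scavenger bead signal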
Target sequence (Q99759 whole entry, looked up, the tested form may be a part): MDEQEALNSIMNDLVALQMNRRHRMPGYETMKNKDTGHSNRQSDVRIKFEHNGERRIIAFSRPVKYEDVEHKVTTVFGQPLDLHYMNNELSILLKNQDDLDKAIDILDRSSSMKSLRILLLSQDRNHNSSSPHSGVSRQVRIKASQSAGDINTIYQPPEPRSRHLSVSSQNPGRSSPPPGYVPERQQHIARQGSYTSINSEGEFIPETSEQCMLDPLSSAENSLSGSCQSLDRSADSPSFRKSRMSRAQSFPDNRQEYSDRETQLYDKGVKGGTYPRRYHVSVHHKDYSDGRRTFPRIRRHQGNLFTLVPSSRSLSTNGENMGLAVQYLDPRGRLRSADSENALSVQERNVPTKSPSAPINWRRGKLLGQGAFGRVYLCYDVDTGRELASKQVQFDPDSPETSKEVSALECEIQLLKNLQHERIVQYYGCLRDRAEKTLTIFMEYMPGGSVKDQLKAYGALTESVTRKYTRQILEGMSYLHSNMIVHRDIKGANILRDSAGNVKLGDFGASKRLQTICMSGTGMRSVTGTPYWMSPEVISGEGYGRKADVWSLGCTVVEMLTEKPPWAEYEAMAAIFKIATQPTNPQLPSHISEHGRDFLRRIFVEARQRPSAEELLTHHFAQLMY
GPR7 antag: antagonists of human GPR7 (neuropeptides B/W receptor 1). inhibition, % at 4.4 µM. GPR7-expressing cells, fluorescence antagonist assay. actives 1.1% (n = 290,000). P48145; in the data active = inhibition above about 16%, passing the limit was not always enough;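 also: cells stimulated with the agonist NPW; 0% = agonist with vehicle and 100% = vehicle without agonist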
PHOSPHO1 inh: inhibitors of human PHOSPHO1 phosphatase. Q8TCT1. recombinant PHOSPHO1, absorbance phosphatase assay. inhibition, % at 13.3 µM. actives 1.1% (n = 290,000). AID 1565; in the data active = inhibition above about 60%
M18AAP inhibitor: PfM18AAP enzyme inhibition. actives 1.2% (n = 290,000). AID 1822. inhibition, % at 7.35 µM. recombinant PfM18AAP, H-Glu-NHMec fluorogenic cleavage;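 active = inhibition above the campaign mean inhibition over all tested compounds plus 3 SD, cut at about 28% in these data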;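 also: 0% = plate median of test compound wells and 100% = 2 mM ZnCl2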
NALP1 inh: blocks the NALP1 inflammasome reconstituted in yeast; S. cerevisiae NALP1/ASC/caspase-1 growth, X-gal OD620, 72 h; inhibition, % at 10 µM; actives 0.61% (n = 280,000); in the data active = inhibition mostly above about 24%, no sharp cut-off; inactive = mostly below about 32%; also: some compounds called inactive have numbers as strong as hits
MEKK2 mut-MEK5: signal of MEK5 binding to mutant human MEKK2 PB1 domain; bead flow cytometry, Alexa488-MEK5 binding to MEKK2 mutant; percent response, % at 10 µM; actives 0.35% (n = 290,000); in the data active = percent response above about 24%, passing the limit was not always enough; also: inactives centre near 1; some results filed as inactive read as strong as hits; reference of the scale not given here
OXTR agonist: human OXTR agonism | P30559 | CHO-OTR cells, Fluo-8 calcium fluorescence; normalized: DMSO 0%, oxytocin 100% | activation, % at 3 µM | actives 0.32% (n = 320,000) | AID 2435;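 active = activation above the mean of all tested compounds plus 3 SD, cutoff set per screening run, cut at about 20% in these data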;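 also: peak over basal fluorescence ratio from a 100 s FLIPR kinetic read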
Target sequence (P30559 whole entry, looked up): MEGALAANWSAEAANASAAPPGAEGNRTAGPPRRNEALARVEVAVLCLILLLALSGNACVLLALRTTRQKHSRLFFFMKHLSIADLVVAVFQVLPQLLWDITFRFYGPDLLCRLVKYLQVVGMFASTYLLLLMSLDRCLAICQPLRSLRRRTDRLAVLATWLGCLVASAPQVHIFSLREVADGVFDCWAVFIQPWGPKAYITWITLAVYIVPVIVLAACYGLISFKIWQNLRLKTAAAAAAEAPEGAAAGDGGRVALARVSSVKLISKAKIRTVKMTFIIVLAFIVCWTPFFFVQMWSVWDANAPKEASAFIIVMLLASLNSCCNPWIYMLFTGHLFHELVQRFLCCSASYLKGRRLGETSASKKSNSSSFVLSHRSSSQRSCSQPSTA
DNA FID counter: counter-screen for HCV NS3 helicase inhibitors: DNA intercalator displacement; DNA fluorescent intercalator displacement, fluorescence; inhibition, % at 7.9 µM; actives 0.17% (n = 290,000); in the data active = inhibition above about 37%;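 also: 0% = vehicle and 100% = reference compound; higher means more ethidium bromide displaced from hairpin DNA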
Starred values were filed as active, the others as inactive; x = no result given.

Fields – GPR7 antag, MEKK2wt PB1 HTS, NALP1 inh, OXTR agonist, M18AAP inhibitor, PHOSPHO1 inh, MEKK3 PB1 HTS, DNA FID counter, MEKK2 mut-MEK5
- CCN(CC)c1ccc(/C=C(\C#N)c2nc(-c3cccs3)c(NC(C)=O)s2)cc1
 : 4.4, 290.0*, 19.3, x, 21.8, -1.4, 104.0, -13.6, 517.0*
- COC(=O)c1ccc(COc2ncnc3c(Cl)cc(Cl)cc23)o1
 : 3.8, 95.0, 7.2, -0.3, 0.2, 16.8, 100.0, -22.1, 3.0
- O=P(O)(CN1CCCCCC1)C1Cc2ccccc2C1
 : -2.9, 59.0, 5.8, 1.1, 0.5, 16.6, 55.0, -19.4, -41.0
- COc1ccccc1COC(=O)N/C=C/c1ccco1
 : 3.8, 89.0, 4.8, 0.6, -4.0, -12.3, 96.0, -12.8, -2.0
- CCn1c(C(O)c2ccc(C)cc2)nc2ccccc21 (configuration not stated)
 : 6.2, 93.0, 9.1, 2.2, 2.7, -1.6, 97.0, -14.6, -7.0
- Cc1ccccc1NC(=O)CN1CCN(Cc2ccccc2)CC1
 : -19.2, 106.0, 3.4, -0.2, 5.9, 44.1, 102.0, -2.3, 7.0
- CCCCSc1ncnc2[nH]ncc12
 : -1.2, 96.0, 9.9, -0.2, 15.3, 6.3, 98.0, -18.0, -7.0
- CSCC[C@H](Nc1ncnc2sc(C)c(C)c12)C(=O)O
 : -2.8, 110.0, 9.0, 0.3, -4.7, -0.5, 99.0, -8.7, 7.0
- CCCOc1ccc(/C=N/Nc2ccccc2[N+](=O)[O-])c(O)c1
 : -9.6, 101.0, 21.7, -1.1, -2.1, 1.9, 103.0, 2.6, 2.0
- CCN(c1ccccc1)S(=O)(=O)c1ccc(Cl)c(NC(=O)CN2CCCCCC2)c1
 : -12.5, 104.0, x, 0.7, -5.5, -9.8, 106.0, 7.8, -1.0
- COc1ccc(-n2c(C)c(C)c3c(N)ncnc32)cc1
 : 11.2, 98.0, 25.9, -0.5, -3.8, -33.0, 98.0, -8.2, -3.0
- O=C(NC1CCNCC1)C1CC1
 : -0.3, 89.0, 9.7, 1.0, -6.9, 32.8, 102.0, 4.0, -5.0
- CC(C)C(=O)Nc1cccc2nsnc12
 : 13.0, 90.0, -7.4, 0.0, -6.9, -5.3, 97.0, 3.1, 0.0
- C[C@@]12CCC=C[C@H]1[C@H](c1ccoc1)N(Cc1ccccc1)C2=O
 : x, 99.0, -4.8, -1.1, x, 22.1, 96.0, x, -2.0
- CCN(CC)S(=O)(=O)c1cc([N+](=O)[O-])ccc1NNC(=O)Nc1ccccc1
 : 2.5, 99.0, x, 6.6, 48.1*, 15.2, 100.0, 1.7, 1.0
- Cn1c2c(c3ccccc31)CCN1CCC[C@]21c1ccccc1
 : 19.8, 109.0, 28.2, -1.4, -11.0, 37.5, 105.0, 3.5, 6.0
- O=c1[nH]c2ccc(S(=O)(=O)N3CCC(Cc4ccccc4)CC3)cc2o1
 : -2.2, x, -14.7, 7.4, -5.2, 20.7, x, -5.2, x
- O=C(Cc1ccccc1)Nc1ccc(N2CCOCC2)cc1
 : 19.8, 91.0, 15.7, 0.8, 10.9, 54.2, 95.0, -4.2, -5.0
- Cc1cc(N2CCN(C)CC2)nc2ccc(NC(=S)N3CCCCC3)cc12
 : -10.8, 125.0, -1.1, x, 11.1, 44.8, 101.0, 22.1, 9.0
- CCCCc1ccc(-c2c(C#N)c(N)nc3c2CCCC3)s1
 : -10.1, 107.0, 2.0, -0.6, 1.7, 15.3, 109.0, -0.6, 1.0
- Cc1ccc(C(=O)ON=C2CCN(c3ccc([N+](=O)[O-])cc3)CC2)cc1
 : -2.2, 97.0, 5.3, -1.6, -0.3, -7.4, 96.0, -4.8, -2.0
- Cc1ccc2c(c1)C(=O)C(=O)N2CCCOc1ccccc1
 : 11.8, 90.0, 10.4, -0.4, 5.8, 10.2, 96.0, 3.4, -8.0
- CCn1c(O)c(N=NC2=NC(=O)CS2)c2ccccc21
 : -8.6, 106.0, 2.3, -0.9, 26.1, 45.0, 106.0, -3.9, 3.0
- CCOc1cc(CNC(C)(C)C)ccc1OCC(=O)Nc1cccc(C(F)(F)F)c1
 : 4.6, 117.0, 8.3, 4.7, -11.1, 51.4, 102.0, 38.4*, 15.0
- COC(=O)c1cc(OC)c(OC)cc1NC(=O)CC1CCCCC1
 : 0.6, 101.0, x, -1.2, 6.1, -7.3, 103.0, -26.6, 5.0
- Cc1ccc(S(=O)(=O)Nc2ccc(S(=O)(=O)N3CCCC3)cc2)cc1
 : 3.2, x, 24.1, 1.3, 2.2, -22.1, x, -9.7, x
- COc1ccc(C2NCCO2)cc1OC (configuration not stated)
 : -16.9, 101.0, 3.6, 0.0, 7.8, -1.5, 107.0, -0.1, 4.0
- CCCCCOC(=O)NC1CCS(=O)(=O)C1 (configuration not stated)
 : -12.8, 90.0, -4.2, -0.6, -0.7, -10.1, 101.0, 3.0, -8.0
- NC(=O)CC(NC(=O)Cc1ccc(Br)cc1)c1ccc(N2CCC(Br)CC2)c([N+](=O)[O-])c1 (configuration not stated)
 : x, 100.0, x, -1.3, x, 29.7, 93.0, x, 2.0
- C=CCn1c(SC2CCOC2=O)nc2scc(C3CC3)c2c1=O (configuration not stated)
 : -10.9, 96.0, 3.4, -1.4, -5.0, 10.1, 100.0, -13.8, -2.0

Entries from the list above containing a Cl atom, in the order listed:
Fields – GPR7 antag, MEKK2wt PB1 HTS, NALP1 inh, OXTR agonist, M18AAP inhibitor, PHOSPHO1 inh, MEKK3 PB1 HTS, DNA FID counter, MEKK2 mut-MEK5
- COC(=O)c1ccc(COc2ncnc3c(Cl)cc(Cl)cc23)o1
 : 3.8, 95.0, 7.2, -0.3, 0.2, 16.8, 100.0, -22.1, 3.0
- CCN(c1ccccc1)S(=O)(=O)c1ccc(Cl)c(NC(=O)CN2CCCCCC2)c1
 : -12.5, 104.0, x, 0.7, -5.5, -9.8, 106.0, 7.8, -1.0

(list continues)
Fields – GPR7 antag, MEKK2wt PB1 HTS, NALP1 inh, OXTR agonist, M18AAP inhibitor, PHOSPHO1 inh, MEKK3 PB1 HTS, DNA FID counter, MEKK2 mut-MEK5
- Cc1ccc(NC(=O)COc2ccc(S(=O)(=O)N3CCOCC3)cc2)cc1
 : -2.7, 108.0, 18.8, 1.4, -5.0, 21.5, 105.0, -13.0, 5.0
- O=C(NCCCn1ccnc1)Nc1ccc(Cl)c(Cl)c1
 : 1.0, 119.0, 4.3, -0.1, -0.2, 55.3, 108.0, 10.4, 12.0
- Cc1ccc(C)c(S(=O)(=O)N2CCC(c3nc4c(nnn4Cc4ccc5c(c4)OCCO5)c(=O)[nH]3)CC2)c1
 : -5.4, 92.0, 8.8, -0.5, 2.0, 32.9, 99.0, -45.4, 2.0
- CN(C(=O)c1sc2nc(N3CCCC3)c3c(c2c1N)CC(C)(C)OC3)c1ccccc1
 : -8.2, 94.0, 19.3, -1.5, 24.1, 14.0, 95.0, -27.0, -4.0
- Cc1cc(C)cc(OC(C)C(=O)NCCCn2ccnc2)c1 (configuration not stated)
 : -8.5, 107.0, -5.9, 0.8, -4.1, 40.5, 102.0, -2.1, 3.0
- CC1CC(C)CN(CCCNC(=O)C2CCCN(c3nnc(N4CCCC4=O)s3)C2)C1 (configuration not stated)
 : -6.9, 93.0, 10.4, 0.8, 4.9, 44.7, 86.0, 11.9, -4.0
- Cc1cccc(/C=N/NC(=O)c2ccc(NC(=O)c3ccccc3C)cc2)n1
 : -9.7, 100.0, -6.1, 2.8, 7.0, 20.0, 104.0, -25.7, 1.0
- Cc1ccc(N(C(=O)Cc2cccs2)C2C=CS(=O)(=O)C2)cc1Cl (configuration not stated)
 : -4.0, 106.0, -10.7, 0.5, -5.2, -12.6, 104.0, -17.4, 5.0
- O=C(CCS(=O)(=O)c1ccccc1)Nc1ccccc1-c1nc2ccccc2s1
 : -6.4, 116.0, 39.0, -0.9, 0.0, 3.4, 105.0, -3.2, 13.0
- Cc1ccccc1C(=O)NC1CC2CCCC(C1)N2Cc1ccccc1 (configuration not stated)
 : 19.0, 102.0, -1.4, -0.8, 1.1, x, 101.0, 0.6, 1.0
- CNC(=S)NNC(=O)COc1ccccc1C
 : -11.9, 110.0, 10.8, -0.1, 17.5, -112.6, 108.0, -1.7, 9.0
- CCc1ccc(CCC(=O)Nc2ccc(OC)cc2)o1
 : 2.4, 103.0, -50.3, -2.6, 3.9, -4.2, 104.0, -1.2, 2.0
- Cc1ccc(N2C(=O)N(c3ccc(C)cc3)C3CS(=O)(=O)CC32)cc1 (configuration not stated)
 : -9.6, 97.0, 9.8, -1.3, -11.9, 32.8, 101.0, 1.9, -1.0
- COCCCNC(=O)CC(NCCCOC)C(=O)O (configuration not stated)
 : -0.2, 98.0, 23.8, 2.1, -9.3, -1.5, 98.0, -3.1, 0.0
- NNc1ccc2nnc(C(F)(F)C(F)(F)C(F)(F)F)n2n1
 : -3.4, 104.0, -10.2, 0.9, 25.8, 20.3, 101.0, -6.2, 3.0
- O=C(COc1ccc(Cl)cc1)Nc1cnn(Cc2c(Cl)cccc2Cl)c1
 : -4.1, 92.0, -9.2, -0.2, 7.4, 25.3, 95.0, 1.7, 0.0
- CCN1C(=O)/C(=C\c2cccs2)C(C(=O)OC)=C1C
 : -4.3, 103.0, 6.5, -2.0, -2.2, 2.4, 101.0, -2.4, 4.0
- COc1ccc2[nH]c(C(=O)N3CCN(C)CC3)c(C)c2c1
 : -8.9, 103.0, 13.3, x, 2.3, 18.7, 102.0, -3.0, -1.0
- CCOC(=O)c1ccc(COC(=O)c2cc(=O)[nH]c3ccccc23)o1
 : -6.8, 97.0, 1.1, 4.5, 2.6, 17.3, 100.0, -55.7, 3.0
- N/C(=N\OC(=O)COc1ccccc1Cl)c1ccc(Cl)cc1
 : -20.2, 95.0, -33.7, 0.3, -0.2, 4.9, 112.0, 1.2, 7.0
- CCC(=O)N1N=C(c2cccs2)CC1c1ccc(OC)cc1 (configuration not stated)
 : -18.6, 104.0, 1.0, x, -2.1, x, 106.0, -23.0, 2.0
- NS(=O)(=O)c1cccc(NC(=O)CSc2nc3nc(-c4cccs4)cc(C(F)(F)F)c3c(=O)[nH]2)c1
 : -12.9, 95.0, -3.3, -0.3, 1.4, -14.5, 102.0, -2.6, 1.0
- O=C(NCCc1cccc(F)c1)C1CCCN(c2nc3ccccc3s2)C1 (configuration not stated)
 : -8.8, 96.0, 5.9, 0.4, -3.0, 4.3, 100.0, -32.5, -3.0
- Cc1ccc(S(=O)(=O)N2CCOCC2)cc1C(=O)NC(=S)N1CC(C)CC(C)C1 (configuration not stated)
 : -13.4, 98.0, -78.7, -1.0, 0.4, -40.7, 96.0, -32.8, -2.0
- Cc1oc2cc(OCC(=O)O)ccc2c(=O)c1Oc1ccccc1
 : 0.4, 106.0, -3.4, 0.3, 2.7, 21.4, 107.0, -1.7, 6.0
- COCCn1c(SCC(=O)Nc2nnc(C)s2)nnc1-c1ccncc1
 : -1.8, 100.0, 24.9, 0.0, 4.8, 7.0, 102.0, -2.2, 1.0

Bioassay records as filed in PubChem BioAssay.
